KOR beta-arrestin-1 – KOR agonists, beta-arrestin recruitment, primary screen, cell-based, luminescence, uHTS (AID 1777); Kappa-type opioid receptor (Homo sapiens); KOR beta-arrestin recruitment, luminescence; higher % means a stronger effect; one-dose activation, % at 10 µM; EC50 in µM for titrated hits; 280,000 tested, 0.02% active; in the data active = activation above about 50%, passing the limit was not always enough; note: a part of the inactive calls stands beside numbers as strong as those of hits
GPR55 antagonists – GPR55 antagonists blocking LPI-driven arrestin recruitment, primary screen, imaging, U2OS, beta-arrestin-GFP, LPI agonist (AID 2013); G-protein coupled receptor 55 (Homo sapiens); U2OS GPR55 beta-arrestin-GFP translocation imaging, LPI antagonism; higher % means a stronger effect; one-dose inhibition, % at 10 µM; IC50 in µM for titrated hits; 290,000 tested, 0.13% active;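 active = spots per cell inhibited over 60%, with over 100 cells counted and total cytoplasm intensity under 500,000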;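 note: U2OS cells stably carrying GPR55 and arrestin-GFP stimulated by 5 µM LPI near EC80; imaged beta-arrestin-GFP aggregate spots per cell after agonist stimulation; plate controls were LPI-stimulated DMSO wells for no effect and DMSO wells without LPI for full effect; some results filed as inactive read as strong as hits; confirmed hits need IC50 under 10 µM and bright autofluorescent wells are also inconclusive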
GPR35 arrestin U2OS – GPR35 antagonists blocking zaprinast-driven arrestin recruitment, primary screen, imaging, U2OS, beta-arrestin-GFP, zaprinast agonist (AID 2058) | 290,000 tested, 0.052% active | U2OS GPR35 beta-arrestin-GFP translocation imaging, zaprinast antagonism; higher % means a stronger effect | one-dose inhibition, % at 10 µM; IC50 in µM for titrated hits;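 active = inhibition of at least 50% with at least 30 cells and total cytoplasm GFP at most 10,000,000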
AID2073 – inhibitors of Mint1-CaV2.2 protein interaction, biochemical, HTRF (AID 2073); HTRF protein-protein interaction, Mint1-CaV2.2; higher % means a stronger effect; inhibition, % at 20 µM; hits with a dose series show IC50 in µM; 290,000 tested, 0.19% active; in the data active = inhibition mostly above about 51%, no sharp cut-off; note: some results filed as inactive read as strong as hits
SIAH1 antagonists – Siah-1 peptide-binding antagonists, primary screen, biochemical, fluorescence polarization, rhodamine-plectin, uHTS (AID 1817); Siah-1 / rhodamine-plectin peptide fluorescence polarization; higher % means a stronger effect; displacement, % at 20 µM; hits with a dose series show IC50 in µM; 290,000 tested, 0.02% active;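 active = displacement of at least 50% at 20 µM, with a fluorescence ratio check between 0.3 and a set limit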;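 note: plate controls were Siah plus tracer with DMSO for no effect and tracer alone without Siah for full effect; strong numbers were not always called active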
KOR beta-arrestin-2 – KOR antagonists, beta-arrestin recruitment, cell-based, luminescence, uHTS (AID 1778). Kappa-type opioid receptor (Homo sapiens). 290,000 tested, 0.091% active. KOR beta-arrestin recruitment, luminescence, antagonist mode; higher % means a stronger effect. inhibition, % at 10 µM; hits with a dose series show IC50 in µM; in the data active = inhibition above about 50%; note: strong numbers were not always called active
GPR55 beta-arrestin – GPR55 agonists via beta-arrestin recruitment, primary screen, imaging, U2OS cells, beta-arrestin-GFP redistribution (AID 1961) | U2OS GPR55 beta-arrestin-GFP redistribution imaging; higher % means a stronger effect | 290,000 tested, 0.048% active | G-protein coupled receptor 55 (Homo sapiens) | activation, % at 10 µM; hits with a dose series show EC50 in µM;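 active = activation above 40% with more than 50 cells counted in the well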;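 note: U2OS osteosarcoma cells stably expressing GPR55 and beta-arrestin-GFP; plate controls were DMSO negative control for no effect and LPI positive control for full effect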
NOD1 inhibition – NOD1 signaling inhibitors, primary screen, cell-based, luminescence, uHTS (AID 1578) | NOD1-driven NF-kB luciferase reporter cells, luminescence; higher % means a stronger effect | inhibition, % at 4 µM; hits with a dose series show EC50 in µM | 290,000 tested, 1% active; in the data active = inhibition mostly above about 36%, no sharp cut-off; inactive = mostly below about 34%;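 note: HEK-293T reporter cells stimulated with the NOD1 agonist gamma-tri-DAP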
HIV peptide binding – inhibitors of HIV fusion peptide binding, primary screen, biochemical, uHTS, fluorescence dequenching (AID 1986). 290,000 tested, 0.3% active. inhibition, % at 20 µM, or IC50 in µM where a hit was titrated. cell-free peptide binding, fluorescence dequenching, 30 min; higher % means a stronger effect; in the data active = inhibition mostly above about 52%, no sharp cut-off; inactive = mostly below about 76%; note: some results filed as inactive read as strong as hits
* hit, by the source's call; / = no result given; [ ] = another dose, or the depositor's remark. A portion of the library; count on the stated rates, not on these rows.

SMILES | KOR beta-arrestin-1 | GPR55 antagonists | GPR35 arrestin U2OS | AID2073 | SIAH1 antagonists | KOR beta-arrestin-2 | GPR55 beta-arrestin | NOD1 inhibition | HIV peptide binding
CN1CCN(C(=O)c2ccc3c(=O)n(Cc4ccc(Cl)cc4)c(=S)[nH]c3c2)CC1 | -3.5% | 12% | -11% | -37% | 0% | 16% | -0.2% | -47% | 16%
CCN(CC(=O)Nc1ccc(Cl)c(S(=O)(=O)N(C)C)c1)CC(=O)NC(C)C | -5.8% | -4% | -2% | -8% | 8% | -6% | -0.5% | -46% | -1.1%
O=C(NC1CCCCCC1)c1cc2c(=O)n3ccccc3nc2s1 | -4.2% | -5% | -6% | 32% | -2% | 11% | -0.2% | -30% | 0.0%
COC(=O)C1CCCCN1C(=O)CCc1nnc(CCc2c[nH]c3ccccc23)o1 (configuration not stated) | / | 1% | 19% | 6% | -5% | 13% | -0.1% | 6% | -2.2%
Cc1sc(NC(=O)CN2CCOCC2)nc1-c1ccc2c(c1)CCN2S(=O)(=O)c1ccccc1 | 4.4% | -12% | -7% | -8% | 4% | 2% | 0.0% | 51% | 1.3%
C/C=C/c1ccccc1OCc1ccc(C(=O)O)o1 | 3.4% | 4% | -14% | -2% | 2% | -12% | -0.5% | -22% | 2.4%
O=c1cc(-c2cccc(Cl)c2)oc2cccc(O)c12 | 2.3% | 2% | -16% | 10% | 18% | 12% | 0.0% | -3% | -0.4%
COc1ccc(OC)c2[nH]c(=O)c(CCNC(=O)C3CCCCC3)cc12 | 0.3% | 7% | 10% | 6% | -2% | -1% | -0.1% | 16% | -1.7%
O=C(C[n+]1ccccc1)Nc1cc(C(F)(F)F)ccc1Cl | 5.4% | -1% | -9% | 8% | -9% | -15% | 0.7% | 18% | -0.9%
COC(=O)NNC(=O)c1ccccc1C | -3.7% | -18% | 3% | 5% | 8% | 15% | 0.0% | -14% | -0.4%
O=C(COC(=O)CC1c2ccccc2CCN1S(=O)(=O)c1ccccc1)Nc1ccccc1 (configuration not stated) | 1.2% | 9% | -16% | -1% | 3% | 19% | 1.0% | -1% | 0.1%
O=S(=O)(c1ccc(N2CCCC2)nc1)N1CCCC1 | 0.7% | 12% | -8% | -11% | 2% | -19% | -0.5% | -46% | -1.2%
O=S(=O)(/C=C/c1ccccc1)N1CCN(Cc2ccc3c(c2)OCO3)CC1 | -1.4% | 3% | -5% | -10% | 1% | -26% | -0.2% | -40% | 0.1%
O=C(O)c1cnn(-c2nc(-c3ccc(Br)cc3)cs2)c1C(F)(F)F | -3.2% | 11% | 0% | 19% | 4% | 6% | 0.3% | -18% | 22%
CCCCn1c(N2CCCC2)nc2c1c(=O)[nH]c(=O)n2C | -5.4% | 6% | 13% | 15% | 3% | -15% | 0.3% | -10% | 0.1%
COc1ccccc1CNC(=O)CCNS(=O)(=O)c1ccc2c(c1)CC(C)N2C(C)=O (configuration not stated) | -5.9% | -13% | -9% | -6% | 0% | -10% | 0.2% | -13% | -0.8%
Cc1ccc(OCCn2cnc3c2c(=O)n(C)c(=O)n3C)cc1 | -0.3% | -2% | 12% | 2% | 3% | 6% | -0.1% | 29% | 2.9%
CC(=O)OCc1c(C(F)(F)F)nn(C)c1Sc1ccccc1 | 2.7% | 16% | 12% | 1% | 6% | 8% | -0.1% | 3% | -2.4%
CCCCn1c(SCC(=O)N2CCCCC2C)nc2cc(S(N)(=O)=O)ccc21 (configuration not stated) | -3.5% | -9% | -5% | 1% | 4% | 5% | -0.1% | -5% | 0.0%
S=C(Nc1ccccc1Cl)N(Cc1ccccc1)Cc1ccccn1 | 0.9% | -9% | 6% | -30% | 2% | -27% | -0.3% | -6% | -0.7%
C[C@]12CC[C@@H]3c4ccc(O)cc4CC[C@H]3[C@@H]1CC[C@@H]2OC(=O)CCC(=O)O | -2.4% | -10% | 7% | 1% | 1% | -8% | 0.8% | -8% | 6.4%
COc1ccc(C)cc1NC(=O)CSc1nnc(-c2ccc(Br)cc2)o1 | 9.0% | -20% | -1% | -9% | 12% | -76% | -0.1% | -18% | -0.2%
CC1CCN(Cc2nnnn2CCCC(=O)NC(c2ccccn2)C(F)(F)F)CC1 (configuration not stated) | -1.6% | -4% | -11% | -5% | 0% | 6% | -0.1% | -11% | 0.4%
CCn1cc(C(=O)OCC(=O)Nc2cc(S(=O)(=O)N(C)C)ccc2C)c(=O)c2ccc(C)nc21 | 1.1% | 12% | -5% | 8% | 0% | 26% | 0.0% | 18% | 2.0%
COc1ccc(C2CC(O)(c3ccccc3)Oc3cc(OC)ccc32)cc1 (configuration not stated) | -2.4% | -5% | 7% | -8% | 12% | 35% | -0.1% | 7% | -2.5%
O=C(NCCSc1ccc(Cl)cc1)c1ccc(CN2CCOCC2)cc1 | / | 3% | 6% | 0% | 6% | -18%[20 µM] | -0.1% | -20% | -0.2%
Cc1cc(N/C=C(\C#N)S(=O)(=O)c2ccc(Cl)cc2)nc(C)n1 | 5.7% | 3% | -1% | 6% | 6% | 2% | -0.3% | -8% | 0.6%
Cc1ccc(C(=O)NNC(=O)Cn2nnc3ccccc32)cc1 | -3.7% | 12% | 10% | -7% | 7% | -17% | -0.2% | -12% | 0.7%
CN(C)CCCN(C(=O)c1ccc(S(=O)(=O)N(C)Cc2ccccc2)cc1)c1nc2cc3c(cc2s1)OCO3 | -0.4% | 16% | -1% | 3% | 4% | -3% | -0.1% | -38% | 0.0%
CCCN(CC(=O)Nc1ccccc1OC)C(=O)c1cnc(Cl)c(Cl)c1 | -0.3% | 21% | 1% | -10% | 3% | 4% | 0.0% | -15% | 1.0%
Cc1cccc(C)c1OCC(O)Cn1nnc2ccccc21 (configuration not stated) | 5.1% | / | -10% | -1% | 1% | -29% | 0.2% | -5% | -1.3%
Cc1nn(C(C)C(=O)NCc2cccs2)c(C)c1[N+](=O)[O-] (configuration not stated) | -1.0% | -5% | -4% | 7% | 4% | -15%[20 µM] | -0.1% | -9% | 48%
Cc1cccc(C(=O)OCc2cnc(Cl)s2)c1 | -1.7% | 4% | -10% | 4% | -1% | -24% | -0.3% | -24% | -0.9%
O=C(Nc1ccccc1O)c1ccc(Cl)cc1 | 3.0% | -2% | 0% | 4% | 3% | 0% | 0.6% | / | -1.6%
COc1ccc(/C=C(\NC(=O)c2ccccc2)C(=O)N2CCN(C)CC2)cc1OC | -3.4% | 4% | 16% | 0% | 16% | -17% | -0.2% | -38% | -1.2%
CN(C)CCN(Cc1ccco1)C(=O)c1oc2ccccc2c1NC(=O)COc1ccccc1 | -1.2% | 1% | 4% | -10% | 1% | -18% | 0.2% | 0% | -0.9%
CCN(CC)C(=O)CSc1nc2c(sc(=S)n2-c2ccccc2)c(=O)[nH]1 | -4.9% | 5% | -7% | -3% | -4% | -11% | -0.2% | -20% | 2.1%
CCn1c2c(c(C)cc1=O)C(=O)CC(C)(C)C2 | 2.9% | 9% | 6% | 3% | 7% | -7% | -0.2% | -4% | 1.9%
CC12CNCC(C)(CN(C3(O)C(=O)Nc4ccc(Br)cc43)C1)C2=O (configuration not stated) | / | -4% | 2% | -1% | 10% | -65%[20 µM] | -0.1% | 4% | -0.6%
CCc1onc(C)c1C(=O)Nc1ccc2c(c1)OCO2 | 3.3% | 15% | -5% | 1% | 9% | -5% | 0.1% | -24% | 0.9%
CN(c1cc(=O)n2ccccc2n1)C1CCCCC1 | -6.1% | 5% | 5% | 2% | 1% | 22% | -0.2% | -28% | -0.7%
CCOC(=O)CC1C(=O)NCCN1Cc1cccc(C(F)(F)F)c1 (configuration not stated) | -4.1% | -13% | 4% | 3% | 3% | -31% | -0.1% | -14% | 1.8%
COC(=O)c1ccc(NS(=O)(=O)NC(=O)c2c[nH]c3ccccc23)cc1 | 3.0% | 8% | 12% | 13% | -2% | 17% | -0.1% | -20% | 0.2%
COCc1cc(C)n(CC(=O)Nc2cccc(C)c2)c(=O)c1C#N | -7.8% | 10% | -9% | -1% | 8% | 8% | 0.2% | -16% | -1.4%
CCCCOc1ccc(C(=O)Nc2ccc(CN3CCOCC3)cc2)cc1 | -6.1% | -11% | 8% | -6% | 4% | -6%[20 µM] | -0.1% | -22% | -0.8%
CCc1ccc(Nc2n[n+](-c3ccccc3)c(/C=C/c3ccccc3)s2)cc1 | -3.7% | -1% | -16% | -5% | -3% | -436%[20 µM] | 1.6µM* | -16% | 1.3%
O=C1N/C(=N/Nc2ccccc2)S/C1=C\c1ccccc1 | -0.6% | 4% | 6% | -36% | -4% | -8% | -0.1% | 19% | 26%
CCOC(=O)CSc1nnc(COc2cccc(C)c2)o1 | / | 3% | 2% | 0% | 20% | -34%[20 µM] | -0.1% | -11% | 0.6%
COc1ccc(/C=N/N2CCN(C)CC2)cc1O | -1.1% | -9% | 5% | -29% | -6% | 2% | -0.4% | 10% | -1.9%
CCN1C(=O)C(O)(C2COC(C)(C)CC2=O)c2ccccc21 (configuration not stated) | -0.8% | 7% | -4% | 4% | 1% | -9% | -0.1% | 42% | 2.1%

Rewritten as tab-separated lines: entries from further up
canonical_smiles	KOR beta-arrestin-1	GPR55 antagonists	GPR35 arrestin U2OS	AID2073	SIAH1 antagonists	KOR beta-arrestin-2	GPR55 beta-arrestin	NOD1 inhibition	HIV peptide binding
CN(c1cc(=O)n2ccccc2n1)C1CCCCC1	-6.1%	5%	5%	2%	1%	22%	-0.2%	-28%	-0.7%
CCOC(=O)CC1C(=O)NCCN1Cc1cccc(C(F)(F)F)c1 (configuration not stated)	-4.1%	-13%	4%	3%	3%	-31%	-0.1%	-14%	1.8%
COC(=O)c1ccc(NS(=O)(=O)NC(=O)c2c[nH]c3ccccc23)cc1	3.0%	8%	12%	13%	-2%	17%	-0.1%	-20%	0.2%
COCc1cc(C)n(CC(=O)Nc2cccc(C)c2)c(=O)c1C#N	-7.8%	10%	-9%	-1%	8%	8%	0.2%	-16%	-1.4%
CCCCOc1ccc(C(=O)Nc2ccc(CN3CCOCC3)cc2)cc1	-6.1%	-11%	8%	-6%	4%	-6%[20 µM]	-0.1%	-22%	-0.8%
CCc1ccc(Nc2n[n+](-c3ccccc3)c(/C=C/c3ccccc3)s2)cc1	-3.7%	-1%	-16%	-5%	-3%	-436%[20 µM]	1.6µM*	-16%	1.3%
O=C1N/C(=N/Nc2ccccc2)S/C1=C\c1ccccc1	-0.6%	4%	6%	-36%	-4%	-8%	-0.1%	19%	26%
